Source: PubChem (National Center for Advancing Translational Sciences (NCATS))
AID inhibitor: activation induced cytidine deaminase inhibition; Q9GZX7; AID deamination FRET fluorescence, UDG-coupled, 4 h; Potency, µM (top dose mostly 115 µM), for inactives: at the highest dose activity change, negative = inhibition, usual class: inhibitors; hit rate 0.32% among 91,000; AID 1347428; further: nearly all actives have a fitted effect of over 25% in size
Target sequence (Q9GZX7 whole entry, looked up): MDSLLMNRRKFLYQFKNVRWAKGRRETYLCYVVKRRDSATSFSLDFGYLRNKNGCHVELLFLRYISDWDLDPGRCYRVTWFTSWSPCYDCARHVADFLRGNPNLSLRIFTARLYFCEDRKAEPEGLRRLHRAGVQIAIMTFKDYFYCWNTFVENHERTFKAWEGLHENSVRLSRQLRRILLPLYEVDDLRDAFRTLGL
UDG counterscr: counter-screen for AID inhibitors: uracil-DNA glycosylase inhibition; AID 1347430; hit rate 0.14% among 91,000; FRET deamination/UDG coupled assay, UDG read, 4 h; Potency, µM (series often up to 115 µM), for inactives: at the top dose activity change, negative = inhibition, actives largely listed as inhibitors; further: nearly all actives have a fitted effect of over 65% in size
The depositor's hits bear a star; & = joins results of further samples; [ ] = remark or other dose. The call rests on the fitted dose curve; in most records, active means well fitted curve in the direction sought with a large enough effect; inconclusive means small, poorly fitted or top-dose-only effect, or another doubt; inactive means no such curve, though single readings can be large; an effect the other way counts as inactive or inconclusive. On the % scale 0 is the no-effect control and ±100 the full control effect; potency means the concentration at half of the fitted maximal effect. Not all compounds are listed; count on the stated rates, not on these rows.

`CCSc1nc(-c2cccc(Cl)c2)nc2c1Cc1c(CO)cnc(C)c1O2` gave AID inhibitor 1.4% and UDG counterscr 3.1%.
Screening COc1cc(CNC(=O)c2cnc(SC)nc2-c2ccccc2)cc(OC)c1OC returned AID inhibitor 4.0% and UDG counterscr -3.5%[57.5 µM].
Screening CN(C)S(=O)(=O)c1ccc(C(=O)NCCSc2c(-c3ccccc3)[nH]c3ccccc23)cc1 returned AID inhibitor -13.5% and UDG counterscr -9.1%.
Screening CC(=O)c1c(C)[nH]c(C(=O)NOCc2ccccc2)c1C returned AID inhibitor -1.9% and UDG counterscr -10.9%.
`N#CC1=C(N)Oc2c(oc(CO)cc2=O)C1c1cccc(Oc2ccccc2)c1` (configuration not stated) gave AID inhibitor 7.5% and UDG counterscr 8.6%.
For COc1cc(Br)c(/C=C(/C#N)C(=O)c2ccccc2)cc1O the results were AID inhibitor -20.9% and UDG counterscr -1.4%.
`Cc1ccc(C)n1-c1nnc(N2CCCC(C(=O)NCc3cccc(Br)c3)C2)s1` (configuration not stated) gave AID inhibitor inconclusive and UDG counterscr 0.0%.
c1ccc(Cn2ncc3c2CCCC3NCc2ccccn2)cc1 (configuration not stated) was read as AID inhibitor 33.6%[activator] and UDG counterscr -1.4%.
COc1ccccc1Nc1c2c(nc3ccc(NC(=O)c4ccccc4F)cc13)CCCC2 was read as AID inhibitor inconclusive and UDG counterscr -19.5%.
CNc1nc2c(c(=O)[nH]c(=O)n2C)n1Cc1cccc2ccccc12 was read as AID inhibitor -15.0% and UDG counterscr -10.3%.
Cc1ccc(CNC(=O)c2scnc2C)cc1 was read as AID inhibitor -7.5% and UDG counterscr 1.9%.
Screening CCOC(=O)c1cc(-c2ccccc2)n(CCCC(=O)Nc2ccc(CC)cc2)c1C returned AID inhibitor 2.7% and UDG counterscr 27.2%.
COc1ccc(CCNc2ncnc3onc(-c4ccc(Cl)cc4)c23)c(OC)c1 was read as AID inhibitor inconclusive and UDG counterscr -2.8%.
For Cc1cccc(N2CCN(C(=O)c3cc(S(=O)(=O)N4CCC(C)CC4)cn3C)CC2)c1C the results were AID inhibitor inconclusive and UDG counterscr -11.1%.
`O=C(Nc1cc(F)ccc1F)c1ccc2c(Cl)c3c(nc2c1)CCCC3` gave AID inhibitor -4.6% and UDG counterscr -4.1%.

Continued; it opens with the 7 that closed the last part.
COc1ccccc1Nc1c2c(nc3ccc(NC(=O)c4ccccc4F)cc13)CCCC2 was read as AID inhibitor inconclusive and UDG counterscr -19.5%.
CNc1nc2c(c(=O)[nH]c(=O)n2C)n1Cc1cccc2ccccc12 was read as AID inhibitor -15.0% and UDG counterscr -10.3%.
Cc1ccc(CNC(=O)c2scnc2C)cc1 was read as AID inhibitor -7.5% and UDG counterscr 1.9%.
Screening CCOC(=O)c1cc(-c2ccccc2)n(CCCC(=O)Nc2ccc(CC)cc2)c1C returned AID inhibitor 2.7% and UDG counterscr 27.2%.
COc1ccc(CCNc2ncnc3onc(-c4ccc(Cl)cc4)c23)c(OC)c1 was read as AID inhibitor inconclusive and UDG counterscr -2.8%.
For Cc1cccc(N2CCN(C(=O)c3cc(S(=O)(=O)N4CCC(C)CC4)cn3C)CC2)c1C the results were AID inhibitor inconclusive and UDG counterscr -11.1%.
`O=C(Nc1cc(F)ccc1F)c1ccc2c(Cl)c3c(nc2c1)CCCC3` gave AID inhibitor -4.6% and UDG counterscr -4.1%.
CSCCC(NS(=O)(=O)c1ccc2c(c1)oc(=O)n2C)C(=O)N1CCN(c2cc(Cl)ccc2C)CC1 (configuration not stated) was read as AID inhibitor -16.8% and UDG counterscr 6.4%[57.5 µM].
`CCCN(CCC)C(=O)Cn1c(=O)n(Cc2ccc(C(=O)NCCc3ccc(Cl)cc3)cc2)c(=O)c2ccccc21` gave AID inhibitor 17.4% and UDG counterscr -8.7%.
Screening CSc1ncc(Cl)c(C(=O)NCc2ccc(C)cc2)n1 returned AID inhibitor -0.2% and UDG counterscr inconclusive.
Screening O=C(NCCc1ccc(F)cc1)C(=O)NCC(c1cccs1)S(=O)(=O)c1cccs1 (configuration not stated) returned AID inhibitor 15.6% and UDG counterscr -2.9%.
CCOc1ccc(S(=O)(=O)Nc2cc3c(C(=O)OC)c(COC)oc3c3ccccc23)cc1 was read as AID inhibitor 19.6%&32.2% and UDG counterscr 5.1%&-14.7%.
COc1ccccc1Nc1nn2c(=O)c3ccc(C(=O)NC4CCCCC4)cc3nc2s1 was read as AID inhibitor 22.0% and UDG counterscr -4.8%.
Screening COc1ccc(OCc2nc3c4c(-c5ccc(OC)cc5)c(-c5ccc(OC)cc5)oc4ncn3n2)cc1 returned AID inhibitor 3.0% and UDG counterscr 0.0%.
For CC(Nc1ccc([N+](=O)[O-])cn1)c1nc2ccccc2n1C(F)F (configuration not stated) the results were AID inhibitor -0.9% and UDG counterscr -7.1%.
`CCc1ccc2cc(C(=O)O)[nH]c2c1` gave AID inhibitor 2.0% and UDG counterscr -2.9%.
`S=C(NCCNc1c(Cl)c(Cl)c(Cl)c(Cl)c1Cl)Nc1ccccc1` gave AID inhibitor -4.1% and UDG counterscr -0.9%.
For CC(C)c1nnc(NC(=O)CCc2ncc(-c3ccccc3)o2)s1 the results were AID inhibitor -1.7% and UDG counterscr 7.3%.
`O=C(NCc1cccs1)c1ccc2c(=O)n3nc(Nc4ccccc4)sc3nc2c1` gave AID inhibitor -7.1% and UDG counterscr 0.1%.
For Cc1ccc(OCC(=O)NCC(c2ccc(Cl)cc2)N2CCCCC2)cc1 (configuration not stated) the results were AID inhibitor inconclusive and UDG counterscr -16.4%.
For CC(C)NC(=S)N/N=C/c1ccccc1Br the results were AID inhibitor -9.9% and UDG counterscr -1.4%.
`Cc1nnc(SCc2ccccc2Cl)c2cc3occc3n12` gave AID inhibitor inconclusive and UDG counterscr 2.4%.
CN(C)c1ccc(C(CNS(=O)(=O)c2ccc(F)cc2)N2CCOCC2)cc1 (configuration not stated) was read as AID inhibitor 11.6% and UDG counterscr -2.9%.
For O=C(CCc1ccccc1)OCC(=O)c1ccc2c(c1)OCCCO2 the results were AID inhibitor 13.4% and UDG counterscr 3.1%.
Screening O=C(CC1CC2CCC1C2)NCc1cccc(Cl)c1 (configuration not stated) returned AID inhibitor -1.4% and UDG counterscr 4.1%.
For CCOc1ccc2oc(=O)cc(CN3CCN(c4ccc(Cl)cc4)CC3)c2c1 the results were AID inhibitor 5.5% and UDG counterscr 3.5%.
Cc1ccc(CCNC(=O)c2cc3cc4cc(C)ccc4nc3s2)cc1 was read as AID inhibitor 9.9% and UDG counterscr 21.8%.
`CC1CCN(c2nnc(-n3cccc3CN3CCN(C4CCCCC4)CC3)s2)CC1` gave AID inhibitor -12.6% and UDG counterscr -0.8%.
COc1ccc(CCn2c3c(c(=O)[nH]c2=O)C(NC(=O)c2ccccc2OC)(C(F)(F)F)C(=O)N3)cc1OC (configuration not stated) was read as AID inhibitor 10.0% and UDG counterscr -6.2%.
COc1ccccc1-c1nc2c3c(-c4ccccc4)c(-c4ccccc4)oc3ncn2n1 was read as AID inhibitor 42.5%[activator][57.5 µM] and UDG counterscr 13.3%[57.5 µM].
For Cc1ccc(S(=O)(=O)C(CNC(=O)COc2ccccc2)c2ccco2)cc1 (configuration not stated) the results were AID inhibitor -18.6% and UDG counterscr -26.2%.
Screening Cc1ccc(Cn2ncc3c2NC(=O)CC32C(=O)N(C)c3c(Cl)cccc32)cc1 (configuration not stated) returned AID inhibitor -13.8% and UDG counterscr -13.0%.
CCCCSCCCNC(=O)c1cn(C)c2ccc(S(=O)(=O)N3CCCCC3)cc2c1=O was read as AID inhibitor 16.3%[57.5 µM] and UDG counterscr -1.8%[57.5 µM].
`CN(C)C(CNC(=S)NCCc1ccccc1)c1cccs1` (configuration not stated) gave AID inhibitor 2.3% and UDG counterscr -2.4%.
For Cc1cc2ccccc2n1-c1ccc(C(=O)N2CCC(C(=O)NCc3ccc(F)cc3)CC2)s1 the results were AID inhibitor inconclusive and UDG counterscr -21.2%.
`COCCCNC(=O)c1cc2c(=O)n3cccc(C)c3nc2s1` gave AID inhibitor 2.6% and UDG counterscr -8.2%[57.5 µM].
Screening O=C(COc1cccc(-n2cnnn2)c1)N1CCN(S(=O)(=O)c2cccc(F)c2)CC1 returned AID inhibitor -2.0% and UDG counterscr 9.0%.
`O=S(=O)(c1ccc(Br)c2ccccc12)N1CCCC1` gave AID inhibitor -13.7% and UDG counterscr -5.5%.
`COc1ccc(NC(=O)CSc2nc3nc(C)c(Cc4ccccc4Cl)c(C)n3n2)cc1OC` gave AID inhibitor inconclusive and UDG counterscr -12.2%.
`CCN(CC)S(=O)(=O)c1nnc(NC(=O)c2ccc(C(C)C)cc2)s1` gave AID inhibitor -25.5% and UDG counterscr -11.9%.
Screening COc1ccc(NC(=O)c2c(C)oc3ccc(O)c(CN4CCN(Cc5ccccc5)CC4)c23)cc1Cl returned AID inhibitor 1.8% and UDG counterscr -12.8%.
Screening CC(SCc1ccccc1)C(=O)N(CC#N)C1CC1 (configuration not stated) returned AID inhibitor -3.5% and UDG counterscr -7.9%.
CC(=O)Nc1ccc(C(=O)CSc2nnc3cc(C)c4ccccc4n23)cc1 was read as AID inhibitor 13.7% and UDG counterscr 6.6%.
Screening COc1cc(C2SC[C@H]3C(=O)N(c4ccccc4)C(=O)N23)cc(OC)c1OC (some centres not stated) returned AID inhibitor 13.3% and UDG counterscr -0.1%.
Screening COc1ccc2ccccc2c1/C=C(/C#N)c1nc2ccccc2[nH]1 returned AID inhibitor 13.7% and UDG counterscr 3.0%.
Screening Cc1c(-c2ccccc2)n(C)c2ccccc12 returned AID inhibitor -7.1% and UDG counterscr 8.9%.
`CCC(Cc1ccccc1)NC(=O)c1cccc(Nc2nc3ccccc3nc2-n2nc(C)cc2C)c1` (configuration not stated) gave AID inhibitor -16.8% and UDG counterscr -13.4%.
Screening CCC1CCCCN1C(=O)C1=CC(c2ccc(C)cc2)=NS(=O)(=O)N1C (configuration not stated) returned AID inhibitor -17.4% and UDG counterscr -13.6%.
For COc1cccc2c1OC1=C(C(=O)CC(C)(C)C1)C2CC(=O)c1ccc(F)cc1 (configuration not stated) the results were AID inhibitor -12.3% and UDG counterscr -10.6%.
For O=C(Cc1ccc2c(c1)CCC2)NC(c1ccc(F)cc1)c1cccs1 (configuration not stated) the results were AID inhibitor -1.7% and UDG counterscr 1.8%.
For COCCN1C(=O)c2n[nH]c(-c3ccco3)c2C1c1ccc(OC)c(OC)c1 (configuration not stated) the results were AID inhibitor 14.5% and UDG counterscr 6.7%.
`CC(C)c1ccc(OCC(=O)NOCc2ccccc2)cc1` gave AID inhibitor -1.1% and UDG counterscr 3.5%.

The final 2 compounds of the part before open the next one:
For COCCN1C(=O)c2n[nH]c(-c3ccco3)c2C1c1ccc(OC)c(OC)c1 (configuration not stated) the results were AID inhibitor 14.5% and UDG counterscr 6.7%.
`CC(C)c1ccc(OCC(=O)NOCc2ccccc2)cc1` gave AID inhibitor -1.1% and UDG counterscr 3.5%.
N#Cc1ccc(/C=C/C(=O)c2ccc(N3CCOCC3)cc2)cc1 was read as AID inhibitor -12.0% and UDG counterscr -11.4%.
For CC(C)c1ccc(/C=C(/CC(=O)O)c2nc3ccccc3s2)cc1 the results were AID inhibitor -13.9% and UDG counterscr -1.5%.
`COc1cccc(CNC(=O)Cn2nc(C)n3c(cc4cc(C)ccc43)c2=O)c1OC` gave AID inhibitor 0.0% and UDG counterscr -1.7%.
`Cc1ccc(C(=O)N2CCN(c3oc(C4CC4)nc3C#N)CC2)c(C)c1` gave AID inhibitor -2.0% and UDG counterscr 0.2%.
`Cc1c(C(=O)Nc2ccc(Br)cc2F)oc2ccc(S(=O)(=O)N3CCCCC3)cc12` gave AID inhibitor -0.3% and UDG counterscr -8.5%.
`Cc1cccc(C(=O)O)c1NC(=O)c1ccco1` gave AID inhibitor 9.2% and UDG counterscr 3.6%.
For Cc1ccc(Nc2ccc(N3CCN(C(=O)c4ccc([N+](=O)[O-])cc4Cl)CC3)nn2)cc1 the results were AID inhibitor -8.2% and UDG counterscr -21.4%.
`CCOc1cccc2cc(-c3cn4c(n3)sc3cc(C)ccc34)c(=O)oc12` gave AID inhibitor 18.6% and UDG counterscr 1.0%.
Screening O=C(NCCc1cccc2cccnc12)N1CCC(n2cccc2)CC1 returned AID inhibitor -1.8% and UDG counterscr -12.5%.
`COCCn1c(SCc2cc(C)ccc2OC)nnc1-c1ccccc1` gave AID inhibitor -0.8% and UDG counterscr 1.7%.
For COc1ccccc1C1=NS(=O)(=O)N(C)C(C(=O)Nc2ccccc2SC)=C1 the results were AID inhibitor -1.7% and UDG counterscr -4.6%.
Screening CCOC(=O)c1ccc(NC(=O)c2cn(-c3ccccc3)nc2-c2ccc(Br)cc2)cc1 returned AID inhibitor 1.0% and UDG counterscr -4.5%.
For Cc1cccc(C(=O)Nc2ccc3nc(SCc4ccc(Br)cc4)sc3c2)c1 the results were AID inhibitor 2.1% and UDG counterscr -6.9%.
Screening COc1cc(/C=C/c2ccc3cccc(O)c3n2)cc(OC)c1OC returned AID inhibitor 21.9% and UDG counterscr 5.8%.
For COc1cc(-c2ccccc2)sc1C(=O)N1CCS(=O)CC1 the results were AID inhibitor -4.7% and UDG counterscr 1.5%.
COc1ccc(Oc2c(C(F)(F)F)oc3c(CN4CCCC(C)C4)c(O)ccc3c2=O)cc1 (configuration not stated) was read as AID inhibitor 3.0% and UDG counterscr 2.1%[57.5 µM].
`COc1cc(C2CC(=O)Nc3c(C(=O)O)cn(-c4ccc(F)cc4)c32)cc(OC)c1OC` (configuration not stated) gave AID inhibitor inconclusive and UDG counterscr -12.3%.
For CN(CC(=O)NCC(F)(F)F)C1CCCc2ccccc21 (configuration not stated) the results were AID inhibitor 17.3% and UDG counterscr 0.2%.
